S1P3 antag: S1P3 receptor antagonists, primary screen, cell-based | 170,000 tested, 0.27% active | Sphingosine 1-phosphate receptor 3 (Homo sapiens), Q99500 | AID 485, 2006 | inhibition, % at 4.98 µM | CHO S1P3 NFAT-BLA reporter, FRET fluorescence, antagonist mode;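 active = inhibition above the plate cutoff, the mean inhibition of test wells on that plate plus 3 SD, cut at about 28% in these data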;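 note: cells challenged with S1P at its EC80 of 0.8 µM; blue over green emission ratio from cleaved BLA substrate after 4 h stimulation; 0% = S1P-stimulated wells and 100% = unstimulated DMSO-only wells; some compounds past the cut are filed as inactive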
Target sequence (Q99500 whole entry, looked up): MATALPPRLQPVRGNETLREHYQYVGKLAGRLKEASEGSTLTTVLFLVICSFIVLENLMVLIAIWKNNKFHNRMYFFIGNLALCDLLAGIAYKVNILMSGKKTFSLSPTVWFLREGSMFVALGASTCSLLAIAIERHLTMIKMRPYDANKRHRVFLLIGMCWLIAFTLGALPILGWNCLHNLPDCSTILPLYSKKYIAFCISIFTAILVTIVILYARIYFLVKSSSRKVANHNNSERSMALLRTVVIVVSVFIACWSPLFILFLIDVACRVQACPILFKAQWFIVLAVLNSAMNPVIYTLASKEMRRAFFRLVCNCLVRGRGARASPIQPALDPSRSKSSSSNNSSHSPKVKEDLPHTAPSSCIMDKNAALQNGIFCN
PPARg SRC-3 ag: PPARgamma agonists recruiting SRC-3 coactivator, primary screen, biochemical. 200,000 tested, 0.26% active. biochemical PPARgamma/SRC-3 coactivator recruitment assay. activation, % at 8 µM; in the data active = activation above about 23%;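 note: 0% = DMSO and 100% = reference agonist; some compounds past the cut are filed as inactive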
Target sequence (P37231 whole entry, looked up): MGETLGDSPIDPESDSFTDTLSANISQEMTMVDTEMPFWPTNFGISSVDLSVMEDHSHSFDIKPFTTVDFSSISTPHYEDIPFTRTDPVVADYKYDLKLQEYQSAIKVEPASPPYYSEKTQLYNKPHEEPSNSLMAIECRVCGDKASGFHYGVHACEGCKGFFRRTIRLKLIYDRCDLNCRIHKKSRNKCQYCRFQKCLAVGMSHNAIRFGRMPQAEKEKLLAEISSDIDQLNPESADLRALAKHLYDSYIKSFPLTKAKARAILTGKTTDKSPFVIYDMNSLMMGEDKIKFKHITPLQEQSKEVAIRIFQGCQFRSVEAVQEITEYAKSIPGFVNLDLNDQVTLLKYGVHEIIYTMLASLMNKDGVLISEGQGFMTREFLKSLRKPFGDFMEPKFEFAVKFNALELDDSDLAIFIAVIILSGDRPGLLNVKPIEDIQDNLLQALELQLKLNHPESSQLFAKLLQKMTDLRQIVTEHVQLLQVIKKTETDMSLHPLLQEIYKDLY
L major viab: Leishmania major promastigote growth inhibition, primary screen. Leishmania major promastigotes, resazurin fluorescence viability. 200,000 tested, 9% active. AID 1063, 2008. inhibition, % at 10 µM; in the data active = inhibition above about 50%;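 note: promastigotes grown with compound for 44 hours at 28 °C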
bIAP inh: bovine intestinal alkaline phosphatase inhibitors, primary screen, selectivity assay for TNAP inhibitor project, biochemical, bovine IAP, CDP-star luminescence; alkaline phosphatase, intestinal [Bos taurus]; purified bovine IAP, 30 min; inhibition, % at 20 µM; 190,000 tested, under 10 active; AID 1019, 2008;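 active = over 50% inhibition of intestinal alkaline phosphatase at 20 µM in the single-dose screen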
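Assay system – bovine IAP enzyme · Quantity – bovine IAP at 1/65,000,000 final dilution · Detection – CDP-star luminescence signal · Times – 30 min reaction at room temperature · Also added – CDP-star substrate at 30 µM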
TR-FRET SRC-2 ct: TR-FRET signal artefacts, primary screen, artefact control for PPARgamma SRC-2 agonist project, biochemical; TR-FRET artefact counter-screen; active compounds read high; 200,000 tested, 0.4% active; TR-FRET ratio at 8 µM; in the data active = TR-FRET ratio above about 2000; note: inactives centre near 1500
HMGR II inh: inhibitors of E. faecalis class II HMGR, primary screen, biochemical, Enterococcus faecalis; 190,000 tested, 0.41% active; AID 1066, 2008; HMG-CoA reductase (Enterococcus faecalis, mvaE); inhibition, % at 10 µM; purified E. faecalis HMGR, NADPH absorbance 340 nm kinetic;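 active = inhibition above a set limit, the median over all tested compounds plus 3 SD, cut at about 9.5% in these data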;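 note: enzyme runs in reverse so mevalonate oxidation gives rising NADPH absorbance; 0% = complete reaction with DMSO and 100% = background rate lacking mevalonate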
Redox H2O2 prof: compounds producing H2O2 with reducing agent – biochemical, NIH compound library profiling, artefact control for MLSCN library redox annotation, primary screen. DTT-dependent redox cycling H2O2, phenol red/HRP absorbance; 100% = 100 µM peroxide control, 0% = buffer. AID 878, 2007. 200,000 tested, 0.03% active. activation, % at 10 µM;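 active = activation of at least 50% relative to the plate's high and low controls in the primary single-dose screen; inactive = activation below 50%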;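 note: compound incubated with DTT at 0.8 mM final as the reducing agent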
PPARg SRC2 recr: agonists of PPARg-SRC-2 recruitment, primary screen, biochemical, HTS; Peroxisome proliferator-activated receptor gamma (Homo sapiens), P37231; PPARgamma LBD-SRC-2 recruitment; activation, % at 8 µM; 200,000 tested, 0.34% active; AID 1032, 2008; in the data active = activation above about 22%;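 note: 0% = vehicle and 100% = reference agonist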
PPARg SRC1 recr: PPARgamma agonists recruiting SRC-1 coactivator, primary screen, biochemical; PPARgamma-SRC-1 coactivator recruitment biochemical assay; activation, % at 8 µM; 200,000 tested, 0.41% active; AID 631, 2007; in the data active = activation above about 19%;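 note: 0% = DMSO and 100% = reference agonist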
ROMK mod: ROMK potassium channel modulators, primary screen, cell-based, thallium flux, MLSMR library; ATP-sensitive inward rectifier potassium channel 1 (Homo sapiens), P48048; Tet-inducible ROMK, thallium flux fluorescence; actives lie on both sides; B-score at 10 µM; 130,000 tested, 2% active;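 active = signal ratio slope over the read window, or its plate-corrected B-score, at least 3 SD from the plate mean, either direction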;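 note: B-score of the F/F0 ratio slope over 7 to 12 s after thallium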
RAM network inh: inhibitors of the yeast RAM network, primary screen, dse1pr::URA3 reporter, 5-FOA selection | 190,000 tested, 1.8% active | inhibition, % at 50 µM | AID 868, 2007 | S. cerevisiae dse1pr::URA3 reporter, 5-FOA growth OD615, 2 d; analog-sensitive cbk1-as2 kinase mutant strain;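 active = inhibition above a set limit, 3 SD over mean compound inhibition, cut at about 8.4% in these data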;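 note: 0% = DMSO-only wells with no growth and 100% = 10 µM 1-NA-PP1 full growth; inhibition rescues growth on 5-FOA so higher OD means more RAM inhibition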
* marks the source's active call; other numbers are inactive results; / = no result given. The list is partial (hit frequency here may not be typical).

No. | smiles | S1P3 antag | PPARg SRC-3 ag | L major viab | bIAP inh | TR-FRET SRC-2 ct | HMGR II inh | Redox H2O2 prof | PPARg SRC2 recr | PPARg SRC1 recr | ROMK mod | RAM network inh
1 | CO[C@H]1[C@@H](OC)CC(OC2OC(CO)C(O)C(O)C2O)/C(=C\C#N)[C@@H]1O (stereo partly specified) | -30 | -5 | 14 | 2 | 1486 | -7 | 0.2 | 5 | 3 | 1.4 | 0.9
2 | O=c1[nH]c(=O)n(-c2ccccc2Cl)c(O)c1C=NCCN1CCCCC1 | / | -9 | -5 | -12 | 1460 | 0 | 2.1 | -5 | 5 | / | 0.5
3 | O=C(Oc1ccc([N+](=O)[O-])cc1)N1CCC(N2CCCCC2)CC1 | -13 | -3 | 93* | 7 | 1433 | -3 | 0.3 | 0 | 5 | 1 | 0.8
4 | Cc1sc2c(c1C)C(c1cccs1)=NCC(=O)N2CC(=O)NCc1cccs1 | -31 | -8 | 16 | 7 | 1362 | 3 | 1.7 | -6 | -10 | / | 0.0
5 | Cc1ccsc1C(=O)C1CCCN(Cc2cnc(N3CCCC3)s2)C1 (stereo unspecified) | 12 | 0 | -3 | -15 | 1611 | 0 | -0.1 | 3 | 0 | -0.02 | 0.5
6 | O=P(NCc1ccccc1)(Oc1ccccc1)Oc1ccccc1 | -7 | 0 | 7 | 18 | 1433 | -5 | 0.3 | -1 | -5 | / | 0.6
7 | O=C(c1cc2cc3ccc(Cl)cc3nc2o1)N1CCC2(CC1)OCCO2 | 4 | 0 | -4 | 3 | 1447 | -3 | 1.8 | 2 | 2 | / | 5.2
8 | C[n+]1c(-c2ccccc2)cc(CCCCc2cc(-c3ccccc3)[n+](C)c(-c3ccccc3)c2)cc1-c1ccccc1 | -1 | 3 | 100* | 6 | 1693 | -1 | 8.9 | -4 | 17 | -2.3 | 0.2
9 | CCc1ccc2nc(N3CCC(C(=O)N4CCC5(CC4)OCCO5)CC3)sc2c1 | -14 | 7 | 9 | -8 | 1710 | -4 | -0.6 | -2 | 4 | 0.55 | 1.9
10 | CN1CC(C(=O)c2ccc(Cl)cc2)C(c2ccccc2F)C1 (stereo unspecified) | -2 | -4 | 14 | 0 | 1277 | -5 | 0.1 | -7 | -4 | 0.065 | 4.1
11 | CCOP(=O)(OCC)C(NC(=O)c1ccc(C)cc1)C(Cl)(Cl)Cl (stereo unspecified) | 8 | 3 | -6 | 16 | 1553 | -6 | 1.2 | 6 | 2 | 1.8 | -1.3
12 | CC1=[N+]([O-])C2(N)CCc3nonc3C2(O)C1 (stereo unspecified) | -14 | -1 | -9 | 2 | 1560 | 0 | -0.2 | 3 | 1 | / | 1.7
13 | Cc1cc(=O)n(-c2ccccc2)n1-c1ccccc1 | -14 | 1 | -4 | -13 | 1268 | -5 | -0.5 | -5 | 11 | 0.92 | 1.7
14 | Cc1ccc2nc(N3CCC(C(=O)N4CCC5(CC4)OCCO5)CC3)sc2c1 | 2 | -11 | 0 | -5 | 1412 | 0 | 0.2 | -3 | 3 | 0.14 | -0.6
15 | CCn1c(O)c(C=NCCc2c[nH]c3ccccc23)c(=O)[nH]c1=O | -7 | -4 | -8 | 7 | 1496 | -1 | 3.6 | -2 | -4 | / | 1.7
16 | C=CC1CN2CCC1CC2[C@@H](OC(=O)c1ccc(OC)cc1)c1ccnc2ccccc12 (stereo partly specified) | -4 | 2 | 18 | 6 | 1738 | -1 | -0.5 | 15 | 3 | -1.2 | 1.2

Following part:
# | Compound | S1P3 antag | PPARg SRC-3 ag | L major viab | bIAP inh | TR-FRET SRC-2 ct | HMGR II inh | Redox H2O2 prof | PPARg SRC2 recr | PPARg SRC1 recr | ROMK mod | RAM network inh
17 | CCc1ccc(N2C(=O)NC(=O)/C(=C/c3cccn3CCOc3ccc(C(C)CC)cc3)C2=O)cc1 (stereo unspecified) | 1 | -1 | 47 | 28 | 1494 | -3 | 0.4 | 4 | 0 | / | 4.5
18 | CCOC(=O)C1CCCCC12C(C#N)=C(N)Oc1n[nH]c(C)c12 (stereo unspecified) | -5 | -4 | -2 | 5 | 1404 | 1 | 2.4 | 1 | -4 | / | 1.8
19 | CN1CCc2nc3sc(C(=O)NC(C)(C)C)c(N)c3cc2C1 | / | 11 | 0 | -2 | 1582 | 1 | -4.2 | 4 | 4 | / | -1.1
20 | CNC(=S)N1CCn2cccc2C1c1cccnc1 (stereo unspecified) | 10 | 0 | 68* | 1 | 1599 | 2 | -0.6 | 4 | -3 | 0.46 | -0.1
21 | CCN(CC)C(=O)c1ccc(NC(=O)Cn2nc(C)c3ccccc3c2=O)cc1 | / | 0 | 22 | 4 | 1508 | -1 | -2.4 | 3 | -5 | -0.73 | 1.3
22 | O=C(NC1CONC1=O)OCC(Cl)(Cl)Cl (stereo unspecified) | -12 | 3 | -2 | 7 | 1433 | 0 | -0.2 | 3 | 2 | 0.18 | 2.3
23 | C[N+]1(C)[C@@H]2CC[C@H]1CC(OC(=O)C(CO)c1ccccc1)C2 (stereo partly specified) | 5 | 1 | -8 | 15 | 1517 | -2 | 0.5 | 2 | 12 | / | 0.0
24 | CC(Cc1cccs1)NCc1ccc(Cl)cc1 (stereo unspecified) | 0 | 2 | 37 | 2 | 1494 | -4 | -1.0 | 0 | 4 | 0.054 | 1.9
25 | CC1CC(OP(O)(=S)c2ccc(N(C)C)cc2NC(=O)c2cccs2)CC(C)(C)C1 (stereo unspecified) | -4 | 5 | -7 | 14 | 1519 | 3 | -1.4 | 6 | 3 | 0.68 | 3.9
26 | COc1ccc2[nH]cc(CCN)c2c1 | -3 | 2 | -1 | 0 | 1334 | -11 | 0.1 | 0 | -2 | 1.6 | -0.7

Structures from the list above with an aryl methoxy group, in the order listed:
# | Compound | S1P3 antag | PPARg SRC-3 ag | L major viab | bIAP inh | TR-FRET SRC-2 ct | HMGR II inh | Redox H2O2 prof | PPARg SRC2 recr | PPARg SRC1 recr | ROMK mod | RAM network inh
16 | C=CC1CN2CCC1CC2[C@@H](OC(=O)c1ccc(OC)cc1)c1ccnc2ccccc12 (stereo partly specified) | -4 | 2 | 18 | 6 | 1738 | -1 | -0.5 | 15 | 3 | -1.2 | 1.2
26 | COc1ccc2[nH]cc(CCN)c2c1 | -3 | 2 | -1 | 0 | 1334 | -11 | 0.1 | 0 | -2 | 1.6 | -0.7

Continued:
# | Compound | S1P3 antag | PPARg SRC-3 ag | L major viab | bIAP inh | TR-FRET SRC-2 ct | HMGR II inh | Redox H2O2 prof | PPARg SRC2 recr | PPARg SRC1 recr | ROMK mod | RAM network inh
27 | CC12CN3CC(C)(CN(C1)C3c1ccncc1)C2=O (stereo unspecified) | -3 | 8 | -11 | 13 | 1498 | 8 | -0.6 | -3 | 12 | 0.7 | 0.6
28 | CCN(CC)c1ccc(/C=C2\C(=O)NC(=O)N(Cc3ccco3)C2=O)cc1 | 0 | 2 | 0 | 14 | 1680 | -1 | -0.2 | 5 | 10 | 0.57 | 0.1
29 | N#CC(C#N)=Cc1cccnc1 | 0 | -6 | -5 | 0 | 1402 | -1 | 0.0 | 3 | -3 | 0.27 | 2.9
30 | CCC(C)OC(=O)c1c(N)n(Cc2cccs2)c2nc3ccccc3nc12 (stereo unspecified) | / | 6 | 91* | -2 | 1642 | -1 | 0.2 | 11 | 4 | -0.73 | 4.2
31 | c1ccc(-c2[nH]c(-c3ccccc3)[n+](CC3CO3)c2-c2ccccc2)cc1 (stereo unspecified) | -10 | 1 | 47 | 22 | 1753 | 1 | 1.3 | -4 | 6 | / | 2.4
32 | CCCCCCOc1ccc(CN2CCN(CCO)CC2)cc1 | -2 | -13 | 99* | -6 | 1597 | -6 | 0.9 | 7 | -1 | / | -0.4
33 | COc1ccc(C2N(c3cc(C)on3)C(=O)C3CCCN32)cc1 (stereo unspecified) | -6 | 3 | -1 | 8 | 1670 | -2 | -1.1 | 7 | 1 | 0.18 | 1.6
34 | Cc1cc(/C=C2/C(=O)NC(=O)N(Cc3ccco3)C2=O)c(C)n1-c1ccccc1 | -6 | 3 | 48 | 12 | 1627 | -6 | -0.7 | 4 | 11 | 0.4 | 3.3
35 | O=C1NC(=O)[C@]2(Cc3ccccc3N3CCN(c4ccccc4)CC32)C(=O)N1Cc1ccccc1 (stereo partly specified) | -3 | 15 | 5 | 4 | 1686 | -5 | 0.4 | 5 | 4 | -0.25 | 3.8
36 | COc1cc2[nH]c(=O)n(-c3cccc(Cl)c3)c(=O)c2cc1OC | / | 3 | -1 | 4 | 1490 | 1 | 1.1 | -1 | -3 | 1.7 | 2.0
37 | CC(C)n1c(=O)c(C=Nc2ccc(Br)cc2)c(O)n(Cc2ccco2)c1=O | -13 | 9 | 0 | -4 | 1667 | -4 | -0.2 | 4 | 0 | -0.51 | 3.6
38 | COc1ccc(C=O)cc1O | -6 | 0 | -6 | 6 | 1417 | 5 | 0.7 | 5 | 5 | 0.025 | 1.1
39 | OC1CCCCC1N1CCC(c2ccccc2)CC1 (stereo unspecified) | 4 | 0 | -2 | 4 | 1491 | -6 | -0.7 | 7 | 8 | / | 1.4
40 | Cc1c(NP(=O)(C(C)(C)C)C(C)(C)C)c(=O)n(-c2ccccc2)n1C | -7 | 8 | -5 | -12 | 1546 | -1 | -0.7 | 7 | 2 | 0.15 | 2.6
41 | CC(C)(C)n1cccc1/C=C1\C(=O)NC(=O)N(c2ccccc2)C1=O | 5 | 0 | -4 | 8 | 1466 | -7 | 0.3 | -6 | -3 | 0.22 | 5.9
42 | c1ccc2c(CN3CCCCCCC3)c[nH]c2c1 | 0 | -5 | 98* | 19 | 1642 | 1 | 1.7 | 1 | 0 | / | 0.5
43 | O=C(O)C1CSC(c2cccnc2)N1 (stereo unspecified) | -13 | 4 | -4 | 1 | 1575 | 1 | -2.6 | 6 | 5 | / | 0.3
44 | Cn1c(O)c(C=Nc2ccc(Cl)cc2)c(=O)n(C)c1=O | 27 | -5 | 30 | 12 | 1489 | 2 | -0.2 | -4 | -10 | -0.15 | 1.3

Compound activity as filed in PubChem.
